D2 antagonist: antagonists of human D2 dopamine receptor | P14416 | HEK293 TREx D2 cells, calcium flux, dopamine EC80 | inhibition, % at 10 µM | 340,000 tested, 2% active | AID 485344; in the data active means inhibition above about 30%; further: 0% is about no effect
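Tetracycline-induced HEK293 T-REx cells expressing D2 force-coupled to calcium signalling were dye-loaded, exposed to compound for 180 s, then challenged with an EC80 of dopamine; calcium flux was followed kinetically for a further 180 s.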
PI4K2A inh: inhibitors of human PI4K2A | Q9BTU6 | purified PI4K2A, ADP-Glo luminescence, 1 h; stronger effect = lower value | activity change, negative = inhibition, % at 76.9 µM | 420,000 tested, 0.13% active; in the data active means activity change below about -50%; inconclusive means mostly about -30% to -49%;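 further: -100% = wells without enzyme as full effect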
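Compounds are screened against recombinant PI4K2A using PI as substrate and ATP, the latter dispensed at 300 microM. Reactions run one hour at ambient temperature before ADP-Glo detection; full inhibition defined by wells lacking enzyme.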
TrxR1 substrate: is turned over as a substrate by rat TrxR1; O89049; Potency, µM (top dose mostly 114 µM), for the others: at the top dose activity change, negative = substrate turnover; 390,000 tested, 0.01% active; purified TrxR1 substrate turnover, NADPH consumption readout; further: potency means the concentration at half of the fitted maximal effect; on the % scale 0 is the no-effect control and ±100 the full control effect; nearly all actives have a fitted effect of over 50% in size
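Rat TrxR1, dispensed at 90 nM, was prereduced with 400 uM NADPH (final) for 5 min at ~22 deg C, then incubated with compound 15 min before 400 uM selenite. A first-read NADPH fluorescence drop versus no-compound background flagged substrates.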
USP1-UAF1 inh: inhibitors of human USP1/UAF1 deubiquitinase. 390,000 tested, 0.23% active. recombinant USP1/UAF1, Ub-Rhodamine cleavage fluorescence. Potency, µM (top dose mostly 57.1 µM), for the others: top-dose activity change, negative = inhibition, usual class: inhibitors; further: potency means the concentration at half of the fitted maximal effect; on the % scale 0 is the no-effect control and ±100 the full control effect; nearly all actives have a fitted effect of over 60% in size; inactives centre near -12
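1 nM enzyme complex + cpd, 15 min RT; start with Ub-Rho 150nM final; kinetic fluorescence ex 480/em 540, 6 reads q60 s. Buffer 50mM HEPES pH 7.8, 0.5mM EDTA, 0.1 mg/ml BSA, 1mM TCEP, 0.01% Tween-20.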
D2 agonist: activates the human D2 dopamine receptor; activation, % at 2 µM; 340,000 tested, 0.53% active; HEK293 T-REx D2 cells, calcium flux agonist mode; P14416;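 active means activation over 3 SD above normal in the single-dose calcium agonist read, cut at about 30% in these data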; further: 0% is about no effect
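Calcium-flux readout, 1 cycle/sec over 180 s following compound pin transfer, in inducible HEK293 Trex D2 cells (force-coupled); dopamine controls included. Positive calcium responses during this window marked compounds as potential agonists.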
TRHR enhancer: allosteric enhancers of human TRH receptor; P34981; TRHR cells, fluo-8 calcium fluorescence, EC20 TRH enhancement; enhancement, % at 2 µM; 360,000 tested, 0.66% active; AID 493056; in the data active means enhancement above about 30%; further: 0% is about no effect
Target sequence (P34981 whole entry, looked up): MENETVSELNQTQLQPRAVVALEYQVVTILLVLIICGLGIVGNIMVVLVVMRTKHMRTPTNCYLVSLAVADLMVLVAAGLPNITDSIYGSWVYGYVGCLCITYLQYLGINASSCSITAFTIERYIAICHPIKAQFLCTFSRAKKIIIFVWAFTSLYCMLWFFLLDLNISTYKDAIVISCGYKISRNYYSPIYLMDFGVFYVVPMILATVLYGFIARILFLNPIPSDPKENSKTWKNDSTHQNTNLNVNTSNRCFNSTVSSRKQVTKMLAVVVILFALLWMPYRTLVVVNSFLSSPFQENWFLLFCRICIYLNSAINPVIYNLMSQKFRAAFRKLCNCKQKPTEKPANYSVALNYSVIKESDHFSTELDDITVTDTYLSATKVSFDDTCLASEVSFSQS
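TRHR-expressing cells loaded with fluo-8 calcium dye were read kinetically (ex 480/em 530) during compound addition, then stimulated with an EC20 of TRH (10 nM final). Enhancement of the Gq-mediated intracellular calcium response was scored.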
IDH1 R132H inh: inhibitors of human mutant IDH1 R132H; IDH1-R132H enzyme, NADPH consumption, diaphorase/resazurin fluorescence; 390,000 tested, 0.093% active; Potency, µM (highest dose often 76.6 µM), inactives show at the highest dose activity change, negative = inhibition, hits mostly inhibitors; O75874; further: potency means the concentration at half of the fitted maximal effect; on the % scale 0 is the no-effect control and ±100 the full control effect; nearly all actives have a fitted effect of over 65% in size
Target sequence (O75874 whole entry R132H, stated change not applied): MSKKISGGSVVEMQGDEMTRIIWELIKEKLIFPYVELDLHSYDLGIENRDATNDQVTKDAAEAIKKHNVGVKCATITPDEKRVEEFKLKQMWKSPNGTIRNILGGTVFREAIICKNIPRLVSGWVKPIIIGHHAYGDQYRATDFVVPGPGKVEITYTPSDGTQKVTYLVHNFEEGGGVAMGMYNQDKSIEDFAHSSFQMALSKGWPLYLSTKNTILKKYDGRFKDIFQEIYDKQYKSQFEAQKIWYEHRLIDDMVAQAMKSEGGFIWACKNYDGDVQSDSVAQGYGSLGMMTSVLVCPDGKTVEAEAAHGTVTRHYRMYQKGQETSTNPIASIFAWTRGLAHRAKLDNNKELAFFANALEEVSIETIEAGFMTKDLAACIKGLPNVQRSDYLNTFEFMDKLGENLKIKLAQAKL
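IDH1-R132H (0.5 ug/mL dispensed) in pH 7.5 Tris buffer was preincubated 30 min with compound, then given a substrate mix of 0.016 mM NADPH and 2 mM alpha-KG for 80 min at room temperature; remaining NADPH was read by diaphorase/resazurin fluorescence.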
TrxR1 inh: rat TrxR1 inhibition | 390,000 tested, 1% active | Potency, µM (doses to about 114 µM), inactives show at the top dose activity change, negative = inhibition, actives largely listed as inhibitors | O89049 | recombinant rTrxR1, NADPH fluorescence consumption, selenite substrate; further: potency means the concentration at half of the fitted maximal effect; on the % scale 0 is the no-effect control and ±100 the full control effect; nearly all actives have a fitted effect of over 65% in size
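Rat TrxR1 (90 nM in the dispensed reagent) was pre-reduced with 400 uM NADPH for 5 min at room temperature, then incubated with compound for 15 min. After 400 uM selenite was added, NADPH fluorescence (Ex 340/Em 450 nm) was followed for 8 min.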
TRHR ag: agonists of human TRH receptor; P34981; TRHR cells, calcium flux fluo-8, FDSS agonist mode; AID 493084; 360,000 tested, 0.18% active; activation, % at 2 µM; in the data active means activation above about 30%; further: 0% is about no effect
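Fluo-8-loaded TRHR cells; 10 s baseline, compound added, kinetic Ca2+ fluorescence read 1/s, agonist mode.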
Numbers without * were called inactive; u = inconclusive; x = not tested or not shown; [ ] = dose if it differs, or a comment. Unless noted, the call rests on the fitted dose curve; in most records, active means well fitted inhibition curve with a large enough effect; inconclusive means small, poorly fitted or top-dose-only effect; inactive means no such curve, though single readings can be large or run the other way.

SMILES	D2 antagonist	PI4K2A inh	TrxR1 substrate	USP1-UAF1 inh	D2 agonist	TRHR enhancer	IDH1 R132H inh	TrxR1 inh	TRHR ag
O=C(c1ccccc1)c1cccc(C(=O)c2ccccc2)c1	-63.6	-4.0	2.9%	-8.8%	0.8	-5.7	2.6%	21.2%	0.1
NS(=O)(=O)c1cccc(NC(=O)COC(=O)c2cc(Cl)ccc2[N+](=O)[O-])c1	-1.6	-6.3	-2.2%	-19.4%	2.0	1.8	-3.2%	-10.8%	0.9
CN(C)c1oc(COc2ccc(F)cc2)nc1C#N	-0.4	12.2	-2.7%	-5.7%	-1.1	-21.2	6.5%	-13.6%	-2.6
CCCC(=O)N1CC2(CCC)CN(C(=O)CCC)CC(CCC)(C1)C2=O	-11.3	8.4	-2.1%	0.8%	1.0	0.6	9.3%	0.9%	0.6
CC(C)c1nc(CNC(=O)C2CCC(=O)N(CCc3ccc(Cl)cc3)C2)no1 (configuration not stated)	8.1	10.8	-6.3%	-13.4%	0.9	-3.1	1.5%	-4.5%	-0.9
CCOc1ccc(NC(=O)Cn2sc3nc(C)cc(C)c3c2=O)cc1	7.9	-2.4	-6.4%	-11.9%	4.4	9.5	1.2%	-11.7%	0.7
Cc1c(C=O)c(=O)n(-c2ccccc2)n1C	-13.1	4.7	-3.0%	-24.0%	0.2	3.1	0.0%	0.4%	2.4
COCCN(Cc1ccccc1)C(=O)Cc1ccc(S(=O)(=O)N2CCOCC2)s1	-8.3	4.7	-6.6%	-6.3%	2.5	-3.7	0.0%	11.1%	17.6
CCN(CC)Cc1c(C(=O)N/N=C/c2cccc3ccccc23)nnn1-c1nonc1N	-31.3	-1.0	-7.7%	0.9%	-0.8	-6.1	6.1%	13.4%	1.0
Cc1ccc(Cn2c(=O)c3ccccc3n3c(CCC(=O)NCCN4CCOCC4)nnc23)cc1	-11.1	1.7	5.8%	-9.2%	62.7*	0.0	-4.8%	30.0%	0.5
CCOC(=O)Cc1ccc(NC(=O)c2ccccc2Br)cc1	-18.4	4.4	-0.8%	-14.6%	-0.1	-0.8	2.5%	3.4%	-0.3
Cn1c(C2CCCCC2)nc2ccccc21	-5.1	4.3	0.4%[57.1 µM]	-2.7%	-0.3	-0.7	7.9%	-6.5%[57.1 µM]	-0.4
CCOC(=O)NN1C(=O)c2ccccc2NC1c1ccc(OC)cc1 (configuration not stated)	-10.4	-2.1	92.4%[activator]	-13.1%	0.7	-2.1	-1.9%	-33.6%	0.0
CCc1nnc2n1N=C(c1ccc(Br)cc1)CS2	-12.5	7.5	-2.5%	-11.8%	-0.8	3.3	0.0%	8.7%	-2.0
CC#CCN1c2ccccc2[C@]23C[C@@H](C(=O)OC)N(C(C)=O)C2=NC(C(=O)OC)=C(C(=O)OC)[C@H]13	3.1	3.3	-1.2%	u	-0.1	-4.6	17.4%	3.2%	-0.8
CCCCC(C(=O)O)C(C)CC(=O)Nc1nncs1 (configuration not stated)	-5.9	-3.9	-2.8%	-7.3%	0.7	1.4	-1.1%	10.6%	0.1
COc1cc([N+](=O)[O-])c2nc(C=NNC(N)=S)ccc2c1	x	2.6	-15.0%	-2.2%	x	x	-6.4%	-12.0%	x
Cc1sc2ncn(CC(=O)NCCN(C)C)c(=O)c2c1S(=O)(=O)N1CCC(C)CC1	4.1	1.3	-3.9%[57.1 µM]	-19.6%	0.5	1.7	1.0%	15.9%[57.1 µM]	0.9
CN(C)S(=O)(=O)N1CCN(c2ccccc2)CC1	-11.7	-3.2	2.7%	-4.3%	0.2	9.7	-5.5%	10.2%	0.8
Cc1ccc(CNC(=O)CN(c2ccc(C(C)C)cc2)S(=O)(=O)c2c(C)n[nH]c2C)cc1	x	0.1	-3.5%	u	-0.2	-2.8	-21.0%	9.2%	-1.2
CC1CCCCC1NC(=O)c1cc2ccccc2o1 (configuration not stated)	-11.6	3.6	-5.5%	-4.3%	0.5	1.2	-6.4%	-6.7%	-0.1
CCOC(=O)CN1CC23C=CC(O2)C(C(=O)Nc2ccc(F)c(C)c2)C3C1=O (configuration not stated)	1.0	6.0	6.1%	-5.1%	0.5	1.2	-3.7%	19.5%	0.1
Cc1ccc(F)cc1NC(=O)CSc1nc(-c2cccs2)cc(C(F)(F)F)n1	x	2.5	4.8%	-17.1%	-0.2	2.2	-0.8%	6.6%	0.0
Cc1nnc(NC(=O)CCS(=O)(=O)c2ccccc2)s1	-19.3	3.3	6.5%	-15.1%	0.8	-5.3	0.0%	5.5%	-0.9
Cc1nnc(SCC(=O)N2CCCCC2)s1	1.7	2.5	1.9%	-2.1%	0.6	0.1	-2.3%	28.7%	-0.3

Random excerpt: four records from the list.
SMILES	D2 antagonist	PI4K2A inh	TrxR1 substrate	USP1-UAF1 inh	D2 agonist	TRHR enhancer	IDH1 R132H inh	TrxR1 inh	TRHR ag
CCOC(=O)Cc1ccc(NC(=O)c2ccccc2Br)cc1	-18.4	4.4	-0.8%	-14.6%	-0.1	-0.8	2.5%	3.4%	-0.3
Cc1ccc(F)cc1NC(=O)CSc1nc(-c2cccs2)cc(C(F)(F)F)n1	x	2.5	4.8%	-17.1%	-0.2	2.2	-0.8%	6.6%	0.0
CCOC(=O)CN1CC23C=CC(O2)C(C(=O)Nc2ccc(F)c(C)c2)C3C1=O (configuration not stated)	1.0	6.0	6.1%	-5.1%	0.5	1.2	-3.7%	19.5%	0.1
CCc1nnc2n1N=C(c1ccc(Br)cc1)CS2	-12.5	7.5	-2.5%	-11.8%	-0.8	3.3	0.0%	8.7%	-2.0

Continuation.
SMILES	D2 antagonist	PI4K2A inh	TrxR1 substrate	USP1-UAF1 inh	D2 agonist	TRHR enhancer	IDH1 R132H inh	TrxR1 inh	TRHR ag
CCOC(=O)C1=C(C)NC2=C(C(=O)C(C(=O)OCC)C(c3ccco3)C2)C1c1ccccn1 (configuration not stated)	-3.2	-14.6	38.2%[activator]	-5.9%	-1.0	-3.3	-3.3%	-19.5%	-0.4
CC(C(=O)NC1CCCC1)N(C(=O)Cn1nnc(-c2ccc(F)cc2)n1)c1ccccc1F (configuration not stated)	3.3	1.2	-2.3%	-3.6%	0.0	8.2	3.1%	15.0%	-0.8
CCN1C(=O)[C@H]2[C@@H](c3ccc(-c4ccc(C(C)=O)cc4)c(OC)c3)N[C@@](Cc3ccccc3)(C(=O)OC)[C@H]2C1=O	32.1*	-4.8	-6.4%	u	0.3	-3.1	12.9%	-4.1%	0.2
COc1ccccc1CC(NC(C)=O)C(=O)NC1CCN(C(=O)c2cccc(Cl)c2)CC1 (configuration not stated)	x	-0.6	17.4%[57.1 µM]	-3.7%	x	-14.0	11.5%	18.0%	-1.0
Cc1ccc(NC(=S)Nc2cccc(S(=O)(=O)Nc3c(C)n(C)n(-c4ccccc4)c3=O)c2)cc1	0.4	1.9	3.7%[57.1 µM]	-14.2%	5.1	32.4*	1.8%	1.6%[57.1 µM]	-0.2
Cc1cc2c(cc(C(=O)O)n2C)s1	14.1	2.7	-0.1%	-19.4%	-0.5	-6.4	2.4%	6.8%	0.1
COc1ccc(NC(=O)C(CC(C)C)NS(=O)(=O)c2ccc3c(c2)CCN3C(C)=O)cc1OC (configuration not stated)	-7.3	-3.7	8.5%	-18.5%	0.0	20.0	1.9%	9.5%	-0.1
C=CCN1C=C2C(=O)C(C)(OC(=O)c3cnc4ccccc4n3)C(=O)C=C2C=C1/C=C/COC (configuration not stated)	x	-21.0	-10.5%	u	x	x	7.3%	u	x
CCOC(=O)Cc1csc(NC(=O)c2sc3nc4c(C)cc(C)cc4cc3c2N)n1	x	-1.8	6.8%[57.1 µM]	u	x	21.3	-6.3%	12.3%	37.7*
COc1ccc(-c2ccccc2NC(=O)C2CCCN(Cc3ccc(C)o3)C2)cc1 (configuration not stated)	-24.7	-0.1	-7.8%	-4.7%	-1.1	16.4	-0.1%	-29.1%	-1.9
Cc1cccc(OCC(=O)NCC(=O)N/N=C/c2ccc([N+](=O)[O-])cc2)c1	-10.3	-1.1	8.5%[57.1 µM]	-18.0%	0.4	-0.5	-0.5%	14.1%[57.1 µM]	-0.6
CCOc1ccc(NC(=O)Nc2cc(C(=O)O)ccc2N2CC3CC(C2)c2cccc(=O)n2C3)cc1 (configuration not stated)	21.8	-3.4	5.7%[57.1 µM]	-7.6%	-1.2	2.6	11.2%	14.5%[57.1 µM]	-0.1
COc1cc2oc(=O)c(Br)c(C)c2c(OC)c1OC	39.1*	-4.3	1.5%[57.1 µM]	-16.6%	-1.3	4.0	-0.2%	-2.1%[57.1 µM]	-1.0
O=C(Cc1ccc(F)cc1)N/N=C/c1ccncc1	5.7	-1.4	12.3%[57.1 µM]	-18.3%	-0.1	1.1	-2.4%	-0.1%[57.1 µM]	0.1
COc1cc(/C=C2/SC(=O)NC2=O)ccc1Oc1ccc([N+](=O)[O-])cc1[N+](=O)[O-]	22.9	9.9	-12.1%	-17.4%	-0.4	2.2	0.2%	-23.7%	-0.3
O=C(OCC(=O)N1CCCCC1)c1c[nH]c2ccccc12	-14.6	2.2	-8.7%	6.4%	0.6	2.4	3.2%	-7.1%	0.1
CCC(C)C(NC(=O)c1ccccc1NC(=O)c1ccccc1)C(=O)O (configuration not stated)	4.3	1.1	2.6%	-24.9%	-0.6	-4.3	-5.5%	19.7%	-0.1
COc1ccc(Cl)cc1-n1c(/C=C/c2cccc3ccccc23)nc2ccccc2c1=O	x	0.3	0.2%[57.1 µM]	u	0.3	-0.6	17.2%	16.2%[57.1 µM]	0.3
CCS(=O)(=O)N1Cc2ccccc2CC1C(=O)Nc1cc(S(C)(=O)=O)ccc1Cl (configuration not stated)	0.1	-16.5	-1.0%	-25.4%	0.5	5.0	-5.1%	13.2%	-1.2

High-throughput results deposited in PubChem by National Center for Advancing Translational Sciences (NCATS).
